Screening results (PubChem BioAssay)
MITF primary: blocks human microphthalmia-associated transcription factor | AlphaScreen MITF homodimerization, bead proximity signal | inhibition, % at 2.6 µM | O75030 | actives 0.91% (n = 650,000) | AID 1259374; in the data active means inhibition above about 50%;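 further: 0% = vehicle wells with protein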
Target sequence (O75030 whole entry, looked up): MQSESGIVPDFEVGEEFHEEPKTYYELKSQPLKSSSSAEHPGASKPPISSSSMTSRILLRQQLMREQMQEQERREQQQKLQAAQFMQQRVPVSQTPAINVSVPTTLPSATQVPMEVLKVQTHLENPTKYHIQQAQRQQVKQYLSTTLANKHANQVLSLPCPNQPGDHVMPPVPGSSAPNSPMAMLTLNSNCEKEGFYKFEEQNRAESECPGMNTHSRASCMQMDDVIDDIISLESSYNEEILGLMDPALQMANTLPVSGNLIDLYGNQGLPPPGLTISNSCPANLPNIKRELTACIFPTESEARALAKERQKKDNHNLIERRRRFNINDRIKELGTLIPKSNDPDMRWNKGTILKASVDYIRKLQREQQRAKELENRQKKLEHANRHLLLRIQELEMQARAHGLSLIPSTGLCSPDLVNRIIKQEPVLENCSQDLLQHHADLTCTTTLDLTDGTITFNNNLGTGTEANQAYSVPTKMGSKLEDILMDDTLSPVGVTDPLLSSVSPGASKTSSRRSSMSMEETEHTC
FBW7 act: human FBW7 E3 ligase activation, primary screen; Q969H0; actives 0.13% (n = 650,000); normalized activity (activation), % at 26.1 µM; AID 1259310; AlphaScreen FBW7–phospho-cyclin E peptide binding, activator screen; in the data active means normalized activity above about 1.9%;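 further: purified mutant Fbw7 with reduced substrate affinity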
GPR151 activ: activators of human GPR151. Q8TDV0. actives 1% (n = 650,000). PathHunter beta-arrestin GPR151 cells, luminescence. AID 1508602. activation, % at 11.2 µM; in the data active means activation above about 4.9%;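 further: 0% = median of compound wells and 100% = cells with positive control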
Target sequence (Q8TDV0 whole entry, looked up): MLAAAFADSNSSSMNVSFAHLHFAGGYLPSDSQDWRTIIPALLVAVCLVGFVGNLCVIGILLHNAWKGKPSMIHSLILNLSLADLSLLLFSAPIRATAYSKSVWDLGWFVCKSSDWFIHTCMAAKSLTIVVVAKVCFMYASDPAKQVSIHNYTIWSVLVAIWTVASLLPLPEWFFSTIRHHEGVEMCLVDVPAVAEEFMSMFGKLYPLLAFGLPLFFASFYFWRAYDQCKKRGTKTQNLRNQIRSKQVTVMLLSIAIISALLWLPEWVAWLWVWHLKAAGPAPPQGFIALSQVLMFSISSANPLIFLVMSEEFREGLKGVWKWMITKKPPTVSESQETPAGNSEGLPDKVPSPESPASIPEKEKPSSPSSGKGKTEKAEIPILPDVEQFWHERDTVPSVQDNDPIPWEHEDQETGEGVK
TEAD-YAP block: TEAD-YAP interaction inhibition; AID 1259422; HEK-TIYL cells, TEAD-Gal4/YAP UAS-luciferase luminescence; actives 1.4% (n = 640,000); inhibition, % at 9.12 µM; in the data active means inhibition above about 32%;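 further: 0% = median of test compound wells and 100% = reference inhibitor wells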
Starred values were filed as active, the others as inactive.

SMILES | MITF primary | FBW7 act | GPR151 activ | TEAD-YAP block
Cc1ccc(C2CC(c3cccs3)=NN2C(=O)CSc2nnc(CNC(=O)c3cccs3)n2-c2ccccc2)cc1 (centres undefined) | 12.1 | 0.2 | 0.1 | 5.0
Clc1ccc(/C=C(/c2ccccc2)c2nc3ccccc3[nH]2)cc1 | -4.5 | -0.1 | 1.6 | -14.4
CC1CCN(c2oc(COc3ccc(Br)cc3)nc2C#N)CC1 | 26.7 | -0.4 | -0.2 | 3.3
CCCC1=NN2C(=N)/C(=C/c3ccc(OCCOc4ccc(C)cc4)c(OC)c3)C(=O)N=C2S1 | 9.8 | -0.1 | -1.5 | 5.0
COc1ccc(C(=O)Oc2ccc(/C=N/N3C(=O)c4ccccc4C3=O)cc2[N+](=O)[O-])cc1 | 8.7 | 0.1 | 1.0 | -8.4
Cn1cc(Br)c(C(=O)n2cc([N+](=O)[O-])cn2)n1 | 5.7 | 0.2 | 1.1 | -2.1
CC(C(=O)Nc1ccccn1)(c1ccccc1)c1ccccc1 | 5.9 | 0.1 | 0.7 | -4.0
COc1ccc(CCNC(=O)CSc2nncn2N)cc1OC | 6.9 | 0.0 | -0.1 | -6.9
O=C(COc1ccccc1Br)Nc1ccccc1 | -8.6 | -0.1 | 2.8 | -47.2
O=C(Nc1ccc2oc(-c3ccccc3Br)nc2c1)c1ccc(Cl)cc1Cl | 4.8 | 0.4 | 1.1 | 2.9
CC(C)(C)C1CCc2c(sc(NC(=O)C3CCCO3)c2C(N)=O)C1 (centres undefined) | 18.0 | 0.6 | -1.5 | -13.5
COc1ccc2[nH]c(=O)c(CN(CC3CCCO3)S(=O)(=O)c3ccccc3)cc2c1 (centres undefined) | -7.1 | -0.1 | 0.3 | 10.8
O=C(NC1CC(=O)N(c2cccc(F)c2)C1)c1ccco1 (centres undefined) | 14.1 | -0.2 | -1.1 | 3.8
O=C(NCCNc1ccc([N+](=O)[O-])cc1)c1ccco1 | 14.9 | 0.0 | -0.6 | -3.6
Cc1cc(-n2c(C)cc(/C=C3/NC(=S)NC3=O)c2C)ccc1I | 5.1 | 0.5 | 0.2 | -4.2
CC(=O)Nc1ccc(-c2csc(Nc3cccc(C(C)=O)c3)n2)cc1 | -1.6 | -0.1 | 3.4 | -6.2
Cc1c(S(=O)(=O)NCc2ccc(F)cc2)c(=O)n(C)c(=O)n1C | 0.3 | -0.1 | -0.6 | 0.3
Cc1cc(C(=O)Nc2c(C)nn(Cc3ccccc3C)c2C)no1 | -4.9 | 0.1 | -0.7 | 4.4
O=C(N[C@H]1C[C@H]2C(=O)N[C@@H](COCc3ccccc3)C(=O)N2C1)Oc1ccc(F)cc1 | -7.6 | 0.0 | -0.4 | -9.3
O=C(Nc1ccccc1C(=O)c1ccccc1)c1cccc(Nc2nc(-c3ccccc3)c3cc(Br)ccc3n2)c1 | 3.1 | -0.1 | 1.4 | 8.3
Cc1cccn2c(CN(C)CCC3CCCCO3)c(C(=O)N3CCCCC3)nc12 (centres undefined) | 9.7 | 0.1 | -0.9 | -7.9
COc1ccc(-n2c(C)nc3cc(C(=O)NC4CCCCCC4)ccc32)cc1 | 23.3 | 0.2 | 0.1 | -3.5
COCCc1ncc(CN2CCC(C(=O)Nc3ccc(-n4cccn4)cc3)CC2)cn1 | -2.1 | 0.0 | 2.1 | -3.3
CCCCN(C)C(=O)C1CCC(CNS(=O)(=O)c2ccc(Cl)cc2)CC1 (centres undefined) | -11.7 | 0.0 | -0.5 | -3.4
CC1(C)Cc2ccccc2C(NNC(=O)c2cccnc2)=N1 | 12.0 | 0.7 | 1.0 | 15.0

Four compounds picked at random from those above, as already listed:
SMILES | MITF primary | FBW7 act | GPR151 activ | TEAD-YAP block
Cn1cc(Br)c(C(=O)n2cc([N+](=O)[O-])cn2)n1 | 5.7 | 0.2 | 1.1 | -2.1
CC(C(=O)Nc1ccccn1)(c1ccccc1)c1ccccc1 | 5.9 | 0.1 | 0.7 | -4.0
O=C(N[C@H]1C[C@H]2C(=O)N[C@@H](COCc3ccccc3)C(=O)N2C1)Oc1ccc(F)cc1 | -7.6 | 0.0 | -0.4 | -9.3
Cc1cc(C(=O)Nc2c(C)nn(Cc3ccccc3C)c2C)no1 | -4.9 | 0.1 | -0.7 | 4.4

(continued)
SMILES | MITF primary | FBW7 act | GPR151 activ | TEAD-YAP block
CN(c1ccc(F)cc1)S(=O)(=O)c1ccc2[nH]cc(C(=O)N3CCCCC3)c(=O)c2c1 | -9.3 | -0.1 | 1.7 | -2.0
COCCn1nnnc1CN1CCC(NC(=O)Nc2cccc(OC)c2)CC1 | 13.6 | 0.0 | -0.4 | 0.5
CCCCN(Cc1ccccc1)S(=O)(=O)c1ccc2c(c1)n(C)c(=O)c(=O)n2C | 9.6 | 0.4 | -0.7 | -8.5
O=C1CC(c2cc([N+](=O)[O-])ccc2Cl)c2ccc3ccccc3c2N1 (centres undefined) | 26.5 | 0.7 | -1.6 | -1.6
CCNc1ccc(P(=O)(CC)CC)cc1 | -11.6 | -0.2 | 1.5 | 6.7
O=C(c1ccco1)N1N=C(c2ccccc2)CC1c1ccc(O)cc1 (centres undefined) | -7.8 | -0.1 | -0.2 | -2.4
N#C/C(=C\c1c(Oc2ccc(F)cc2)nc2ccccn2c1=O)C(=O)NC1CCCCC1 | 10.3 | -0.1 | -8.1 | 10.5
CCC(C)(C)NC(=O)CN(C(=O)CCC(=O)Nc1ccccn1)c1ccc(OC)cc1 | 13.1 | 0.2 | -0.4 | 3.5
CC(=O)N1N=C(c2ccccc2)OC12CCCCC2 | 5.1 | 0.1 | -0.7 | 4.7
COc1ccc(-c2nc3c(C#N)c[nH]n3c2NC2CCCC2)cc1 | -2.2 | 0.3 | -0.8 | -8.3
Cc1ccc2c(Cl)cc(Cl)c(OCC(=O)NCc3ccco3)c2n1 | 6.2 | -0.1 | 1.5 | 4.8
Cc1ccc(OS(=O)(=O)c2cn(C)c(=O)n(C)c2=O)cc1 | 13.9 | 0.9 | 1.0 | -26.1
Cc1scc(C(=O)N2CCN(c3ncccn3)CC2)c1-c1ccccc1 | -6.5 | -0.1 | 0.1 | -3.1
CC(C)c1ccc(NS(=O)(=O)c2ccc(F)c(F)c2)cc1 | 13.3 | 0.3 | 0.2 | 4.6
CC1CCCCC12NC(=O)N(Cc1cc(=O)n3ccsc3n1)C2=O (centres undefined) | -0.1 | 0.3 | -2.0 | -11.7
Nc1ccc(Nc2ccccc2)c(N)c1 | 14.9 | 0.1 | -2.2 | 0.3
COc1ccc(OCC(O)CN2CCC(CN3C(=O)c4cccc5cccc(c45)C3=O)CC2)c(C(C)(C)C)c1 (centres undefined) | 7.2 | -0.5 | 0.1 | 13.2
COc1ccccc1NC(=O)c1cnc(N2CCN(c3ncccn3)CC2)c2ccccc12 | 11.4 | 0.2 | 1.1 | 60.3*
COc1cccc(CN2CCNC(=O)C2CC(=O)NC2CCCCC2)c1OC (centres undefined) | 8.1 | 0.2 | 2.0 | 12.3
CC(NC(=O)c1ccc2ccccc2n1)C12CC3CC(CC(C3)C1)C2 (centres undefined) | 2.6 | -0.1 | 2.2 | 9.7
Cc1ccnc2c(NC(=O)CCN3C(=O)C4CC=C(Cl)CC4C3=O)cccc12 (centres undefined) | 7.7 | -0.3 | -0.6 | 7.7
O=C(Nc1ccccc1Cl)N[C@H]1C[C@H]2C(=O)N[C@H](Cc3ccccc3)C(=O)N2C1 | -17.6 | 0.1 | 0.9 | -8.7
COc1ccc(C(C)NC(=O)c2ccoc2C)cc1OC (centres undefined) | 11.2 | 1.1 | 0.9 | -13.4
C=CCOc1ccc(C=C2C(=O)N(C)C(=S)N(C)C2=O)cc1I | 13.2 | 0.4 | -0.9 | 15.0
COc1cc(NC(=O)c2cccc(-n3cc(NC(=O)Cc4ccc(F)cc4)cn3)c2)cc(OC)c1OC | 6.5 | 0.0 | 0.5 | 6.8

(next part)
SMILES | MITF primary | FBW7 act | GPR151 activ | TEAD-YAP block
Cc1nc(N2CCCC2C(=O)NCc2ccco2)nc2cc(S(C)(=O)=O)ccc12 (centres undefined) | -7.9 | -0.1 | -0.3 | -1.9
CC1(C#CCN2CCCCC2)CCC2C(O1)c1ccccc1OC2(C)C (centres undefined) | -18.5 | 0.0 | 1.7 | -3.0
CCCCOc1ccc2c(C(F)(F)F)cc(=O)oc2c1C | -5.0 | 0.3 | 0.4 | 4.5
NC(=O)COc1ccc(C=Nc2ccc(Oc3ccccc3)cc2)cc1 | -8.2 | 0.5 | -0.3 | 0.6
Cc1ccccc1NC(=O)CCc1nnc2ccc(N3CCC(C)CC3)nn12 | -11.8 | 0.1 | 1.0 | -0.9
O=C(NC1CC2CCC1C2)c1ccccc1I (centres undefined) | 19.8 | 0.0 | -0.8 | 9.2
Clc1ccc(OCCN2CCOCC2)c2ccccc12 | 1.9 | 0.0 | 0.5 | -4.1
COC(=O)C1(c2c(F)c(F)nc(F)c2F)c2ccccc2-c2ccccc21 | -5.0 | 0.1 | 0.2 | 8.7
NC(=O)c1c(NC(=O)COc2ccc3ccccc3c2)sc2c1CCCCC2 | 11.4 | 0.3 | -0.8 | -6.2
COC(=O)C(CC(C)C)NC(=O)CSc1nc(N)cc(=O)[nH]1 (centres undefined) | 13.1 | 0.4 | -1.0 | 5.0
N#Cc1ccc(OCc2ccc(C(=O)O)cc2)cc1 | 3.8 | 0.1 | 0.4 | -14.7
COC(=O)CNC(=O)c1ccc(C(=O)NCC(=O)OC)cc1 | 5.8 | 0.0 | -0.4 | 4.1
O=C(CN1CCOc2ccccc21)NC1CC1 | 10.2 | 0.1 | 0.3 | 7.8
C/C(=N\N=C1\NC(=O)C(CC(=O)NCc2ccccc2)S1)c1ccco1 (centres undefined) | 7.6 | -0.1 | 0.2 | -1.5
CC(=O)c1cccc(NC(=O)NCc2cccs2)c1 | 21.5 | 0.3 | -0.1 | -2.0
CC1=CC(C)(C)Nc2ccc(OC(=O)c3ccccc3Cl)cc21 | -1.5 | -0.3 | 0.4 | -13.9
CCc1ccc(NC(=O)CN(c2ccc(C)cc2)S(=O)(=O)c2c(C)n[nH]c2C)cc1 | 9.0 | 0.6 | 0.1 | 5.4
COc1ccc(NC(=O)N2CCCC2C(=O)NCCC(C)C)cc1 (centres undefined) | 9.8 | -0.1 | 3.4 | 1.4
CC(C)(O)c1nc(-c2ccccc2)nn1-c1ccccc1 | 12.7 | 0.0 | -0.9 | 6.5
CCc1cccc(CC)c1NC(=O)C1CCN(c2ncccn2)CC1 | -4.6 | -0.1 | -1.0 | -8.3
Cc1ccc(S(=O)(=O)c2nc(NCCN(C)C)sc2Cl)cc1 | -0.1 | -0.3 | 5.2* | 2.3
CC(NC(=O)CSC1=NCCS1)c1ccccc1 (centres undefined) | 13.7 | 0.3 | 0.0 | 7.5
Nc1nc(NCc2cccc(C(F)(F)F)c2)cc(N2CCOCC2)n1 | 13.9 | 0.0 | -0.7 | 16.6
CCCCn1c(SCC(=O)N2CCN(c3ccccc3)CC2)nc2ccsc2c1=O | -6.0 | -0.1 | 0.8 | -8.0
O=C(COC(=O)C1C=CCCC1)c1ccc(Cl)cc1 (centres undefined) | 12.7 | 0.8 | -0.5 | 1.8

Whole records as entered above. Screens in order: MITF primary | FBW7 act | GPR151 activ | TEAD-YAP block
Listed for CCc1ccc(NC(=O)CN(c2ccc(C)cc2)S(=O)(=O)c2c(C)n[nH]c2C)cc1 → 9.0 | 0.6 | 0.1 | 5.4
Listed for CC1(C#CCN2CCCCC2)CCC2C(O1)c1ccccc1OC2(C)C (centres undefined) → -18.5 | 0.0 | 1.7 | -3.0
Listed for COC(=O)C(CC(C)C)NC(=O)CSc1nc(N)cc(=O)[nH]1 (centres undefined) → 13.1 | 0.4 | -1.0 | 5.0

Following part.
SMILES | MITF primary | FBW7 act | GPR151 activ | TEAD-YAP block
Nc1nc(SCC(=O)N2CCc3ccccc32)n[nH]1 | -2.8 | -0.2 | 0.4 | -2.5
Cc1ccccc1-c1nc(C#N)c(N2CC(C)OC(C)C2)o1 (centres undefined) | 8.4 | -0.1 | 0.7 | -0.8
NC(=O)C(CNS(=O)(=O)c1ccc(Cl)cc1)Sc1ncccn1 (centres undefined) | 0.9 | -0.3 | -0.4 | 8.1
CCCOc1c(Cl)cc(/C=C2/NC(=S)NC2=O)cc1OC | 22.3 | 0.1 | -0.5 | -1.1
CCOC(=O)Cc1csc(NC(=O)CSc2nc(C3CC3)nc3ccccc23)n1 | 11.6 | 0.2 | -0.9 | -0.4
CC(=O)c1cccc(-c2nc(C)cc(N)n2)c1 | -0.5 | -0.1 | 0.3 | -4.4
Cc1cccc(-n2nnn(C3CC(=O)C4OCC3O4)c2=S)c1C (centres undefined) | -186.7 | -0.1 | 0.2 | 5.8
CN=C1NS(=O)(=O)c2ccccc21 | -5.0 | -0.1 | 0.2 | -2.9
CC1=C(C(N)=O)C(c2ccc(F)cc2)n2nc(CCCO)nc2N1 (centres undefined) | -10.4 | 0.1 | 0.2 | -4.6
Cc1cc(C)cc(C(=O)Nc2ccc(-n3c(C)nc4ncccc4c3=O)cc2C)c1 | 0.7 | 0.2 | 0.0 | 4.5
CCOC(=O)c1c(NC(=O)CN2CCCCC2)sc2c1CCCCC2 | 0.9 | 0.0 | 0.5 | -6.3
CCC(CC)C(=O)Nc1c(C)nc2sccn2c1=O | -2.8 | 0.0 | 0.1 | 3.5
O=C(NCc1ccco1)C1CCC(Cn2c(SCc3ccccc3F)nc3ccccc3c2=O)CC1 (centres undefined) | 0.0 | -0.2 | 0.0 | 5.1

Random draw from the library (roughly 3.5% active in at least one column).
